NSD2 HMT inh = blocks human histone methyltransferase NSD2 | actives 0.54% (n = 310,000) | NSD2 peptide methylation, AlphaScreen, 120 min | O96028 | inhibition, % at 12.5 µM; in the data active means inhibition above about 50%
SR-BI HDL uptake = blocks mouse SR-BI lipid uptake from DiI-HDL. actives 0.96% (n = 320,000). ldlA[mSR-BI] CHO cells, DiI-HDL uptake fluorescence, 3 h. AID 488896. inhibition, % at 12.5 µM;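 active means mean replicate inhibition of at least 70% and a set share of replicates each scoring 70 or more; inconclusive means meets just one of the two criteria; inactive means fails both criteria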;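 further: 0% = median of neutral control wells and 100% = median of positive control wells; values of inactives mirror those of a sister screen read the other way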
Target sequence (Q61009 whole entry, looked up): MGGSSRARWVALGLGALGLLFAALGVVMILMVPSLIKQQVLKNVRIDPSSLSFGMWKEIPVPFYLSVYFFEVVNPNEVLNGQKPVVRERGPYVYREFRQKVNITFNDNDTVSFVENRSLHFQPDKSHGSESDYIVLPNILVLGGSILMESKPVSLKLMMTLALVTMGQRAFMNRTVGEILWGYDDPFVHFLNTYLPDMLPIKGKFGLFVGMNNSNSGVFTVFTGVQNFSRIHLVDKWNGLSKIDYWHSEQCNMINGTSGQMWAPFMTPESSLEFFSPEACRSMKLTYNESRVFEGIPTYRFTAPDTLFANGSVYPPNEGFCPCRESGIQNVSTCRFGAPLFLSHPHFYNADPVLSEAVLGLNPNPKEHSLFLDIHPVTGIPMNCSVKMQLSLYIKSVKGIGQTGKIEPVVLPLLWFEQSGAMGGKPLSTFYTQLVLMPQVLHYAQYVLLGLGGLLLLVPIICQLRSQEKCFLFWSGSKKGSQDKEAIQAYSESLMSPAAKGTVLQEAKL
CAL PDZ FP-1 = blocks peptide binding to the human CAL PDZ domain; Q9HD26; purified CAL PDZ, TMR-peptide fluorescence polarization, 1 h; inhibition, % at 24.9 µM; actives 0.92% (n = 300,000); AID 602252;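 active means mean inhibition of at least 30% with at least half of replicates also reaching 30%; inconclusive means no clear call, values can overlap the other calls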;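 further: 0% = DMSO neutral control and 100% = excess unlabeled competitor peptide PRC23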
PvdQ acylase = P. aeruginosa PvdQ acylase inhibition | purified PvdQ acylase, fluorescence plate reader | inhibition, % at 10 µM | actives 0.063% (n = 340,000) | AID 488965; in the data active means inhibition above about 30%, passing the limit was not always enough; inconclusive means no clear call, values can overlap the other calls;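 further: 0% = vehicle neutral wells and 100% = reference inhibitor wells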
dFosB activator = enhances mouse delta FosB homodimer DNA binding; P13346; purified delta FosB, TAMRA-CDK5 oligo fluorescence polarization; percent of positive-control signal above neutral wells; activation, % at 25 µM; actives 0.99% (n = 340,000); AID 493131;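 active means mean activation above about 17%, with every replicate also reaching it, limit read from the data, passing the limit was not always enough; inconclusive means only one of the two conditions met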;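 further: fluorescence polarization rise as delta FosB binds a TAMRA Cdk5 AP-1 oligo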
Target sequence (P13346 whole entry, looked up): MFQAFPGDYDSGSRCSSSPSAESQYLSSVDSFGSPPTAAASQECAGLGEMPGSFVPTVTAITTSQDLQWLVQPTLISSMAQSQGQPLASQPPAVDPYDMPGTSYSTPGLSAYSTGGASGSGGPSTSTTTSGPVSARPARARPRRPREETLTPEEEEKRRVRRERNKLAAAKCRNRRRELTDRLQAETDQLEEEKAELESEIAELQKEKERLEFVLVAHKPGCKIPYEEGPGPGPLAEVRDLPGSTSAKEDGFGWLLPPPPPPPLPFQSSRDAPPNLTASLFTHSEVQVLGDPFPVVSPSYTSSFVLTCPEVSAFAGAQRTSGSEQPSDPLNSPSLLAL
CAL PDZ FP-2 = inhibitors of human CAL PDZ peptide binding. actives 0.02% (n = 330,000). inhibition, % at 20 µM. purified CAL PDZ, TMR-peptide fluorescence polarization, 1 h. AID 504414;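 active means highest replicate inhibition of at least 40%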;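 further: plate controls were DMSO neutral control wells for no effect and unlabeled competitor peptide control wells for full effect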
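material = purified tagged CAL PDZ domain construct (CerCALP) | compound dosing = 20 µM, one dose | times = 1 h at RT | measured by = fluorescence polarization from S- and P-plane intensities, G-factor corrected | read-out = inhibition from polarization loss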
Rtt109 HAT inh = blocks Candida albicans Rtt109/Vps75 acetyltransferase activity. AID 540336. actives 0.16% (n = 330,000). purified Rtt109/Vps75, ThioGlo CoA-SH fluorescence, 4 h. Q5AAJ8. inhibition, % at 34.9 µM;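 active means inhibition of at least 50% in every replicate; inconclusive means best replicate reaches 50% inhibition but some replicates fall short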
PfHsp90 set2 = reduces growth (ATP signal) of yeast expressing P. falciparum Hsp90. S. cerevisiae expressing PfHsp90, BacTiter-Glo ATP, 48 h; yeast lacking PDR1 and PDR3 efflux regulators. actives 0.32% (n = 310,000). inhibition, % at 9.4 µM. AID 504621;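 active means every replicate shows inhibition above about 80%, whatever the replicate mean, limit read from the data; inconclusive means mean inhibition reaches the set limit but some replicate falls short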;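 further: 0% = DMSO neutral controls and 100% = 20 µM radicicol positive controls; yeast relying on Plasmodium falciparum Hsp90 in place of its own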
SR-BI uptake up = activators of SR-BI mediated HDL lipid uptake. AID 504775. activation, % at 12.5 µM. CHO ldlA[mSR-BI] cells, DiI-HDL uptake fluorescence, 3 h; 100 = double the neutral-control signal. actives 0.096% (n = 320,000);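 active means mean replicate activation of at least 60% and every replicate at or above 60%; inconclusive means mean or all-replicate condition met, but not both; inactive means mean below 60% and not all replicates reaching 60%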;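 further: 0% = median plate neutral-control signal and 100% = twice that signal; values of inactives mirror those of a sister screen read the other way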
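material = CHO ldlA[mSR-BI] cells | medium = Ham's F12 with 0.5% BSA, HEPES 25 mM, pH 7.4 | reagent = fluorescent DiI-HDL, 10 µg/mL final | compound dosing = single-point compound dose | incubation = 3 h, 37 °C | measured by = bottom-read fluorescence, 550/595 nm | measure = HDL uptake via cellular fluorescence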
MITF TRPM1 HTS = MITF TRPM1 promoter activation in melanoma cells; SK-MEL-5 TRPM1-promoter luciferase, 24 h; % of positive control, neutral wells = 0; activation, % at 12.5 µM; actives 0.75% (n = 300,000); AID 588334;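 active means mean activation of at least 80% with every replicate also reaching 80%; inconclusive means mean reaches 80% but some replicate falls short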;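 further: 0% = neutral control wells and 100% = parthenolide positive control wells; values of inactives mirror those of a sister screen read the other way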
* = called active by the depositor; ? = inconclusive; nt = no result given.

SMILES	NSD2 HMT inh	SR-BI HDL uptake	CAL PDZ FP-1	PvdQ acylase	dFosB activator	CAL PDZ FP-2	Rtt109 HAT inh	PfHsp90 set2	SR-BI uptake up	MITF TRPM1 HTS
CCNc1nc(NC(C)(C)C)nc(SC(C(C)=O)C(C)=O)n1	3	22	-6	-8	-5	-2.4	1	-29	-22	nt
O=C(N/C(=C/c1cccnc1)C(=O)N1CCOCC1)c1ccccc1	-2	-5	-2	-12	2	-1.0	nt	-30	5	-22
CCN(CC)S(=O)(=O)c1ccc2nc(CCl)[nH]c2c1	nt	-8	-3	8	-5	0.8	11	-8	8	-11
COc1cc(OC)cc(-c2nnc(SCc3cccc(C(=O)O)c3)o2)c1	1	-22	nt	-8	-16	-3.1	0	nt	22	-2
O=C(CSc1nc2cc(Cl)ccc2o1)NCCc1ccccc1	-8	-32	nt	-15	-14	-1.9	4	2	32	-17
CCOC(=O)/C(=C/Nc1ccccc1)[N+](=O)[O-]	23	-21	-3	-4	6	0.9	8	26	21	-10
COc1ccccc1N(CC(=O)NC(C)(C)C)C(=O)CCC(=O)Nc1ccccn1	-1	-372	-3	-17	-4	0.0	2	7	?	nt
COc1ccc(/C=N/NC(=O)c2ccco2)cc1COc1ccc(F)cc1	-1	64	6	8	75*	-0.1	2	-16	-64	-11
O=C(O)Cc1ccc2sc(-c3ccccc3)nc2c1	0	0	-3	-8	-9	-1.6	1	38	0	1
COc1ccc(C(=O)Nc2ccc(S(=O)(=O)N3CCN(C)CC3)cc2)cc1[N+](=O)[O-]	nt	48	-27	-14	-5	-1.3	5	-11	-48	2
O=C(CN1C(=O)CSC1=O)N1CCc2ccccc2C1	3	21	0	3	0	-2.4	-6	nt	-21	nt
Cc1cccc(C)c1NC(=O)CNC(=O)CNC(=O)c1ccc2c(c1)OCO2	-3	-27	0	1	4	-2.2	-6	-12	27	2
NC(=O)COC(=O)c1cccnc1Nc1ccccc1F	3	-6	1	-2	6	-0.8	3	0	6	10
Cc1sc2ncn(CC(=O)N3CCN(c4ccccn4)CC3)c(=O)c2c1S(=O)(=O)N1CCC(C)CC1	1	4	-7	-3	-2	0.1	3	-12	-4	-12
NC(=O)c1ccccc1OCC(=O)Nc1cccnc1Cl	-4	-27	-2	-7	-4	0.5	-6	11	27	18
CCOc1ccc(CN2CCNC(=O)C2CC(=O)O)cc1 (stereo unspecified)	4	-11	-2	8	-7	0.4	3	-1	11	-1
COc1ccc(N(C)C(=O)C2CCN(S(=O)(=O)c3cccc4nonc34)CC2)cc1	1	-8	-5	-5	-7	-1.7	7	3	8	-4
N#Cc1c(NC(=O)c2ccc(Cn3cc(Br)cn3)o2)sc2c1CCCCC2	-2	26	-4	-6	-2	-0.4	-20	-71	-26	23
COc1cccc(OC)c1C(=O)N[C@@H]1C(=O)N2[C@@H]1SC(C)(C)[C@@H]2C(=O)O	0	-9	nt	3	6	0.1	-9	18	9	4
CCS(=O)(=O)N1CCC(C(=O)NCCN2CCOCC2)CC1	-3	-25	-9	-16	3	-0.4	-3	-16	25	10

Complete entries, quoted from the list.
Shown for COc1ccc(C(=O)Nc2ccc(S(=O)(=O)N3CCN(C)CC3)cc2)cc1[N+](=O)[O-] : NSD2 HMT inh: nt; SR-BI HDL uptake: 48; CAL PDZ FP-1: -27; PvdQ acylase: -14; dFosB activator: -5; CAL PDZ FP-2: -1.3; Rtt109 HAT inh: 5; PfHsp90 set2: -11; SR-BI uptake up: -48; MITF TRPM1 HTS: 2
Shown for COc1ccccc1N(CC(=O)NC(C)(C)C)C(=O)CCC(=O)Nc1ccccn1 : NSD2 HMT inh: -1; SR-BI HDL uptake: -372; CAL PDZ FP-1: -3; PvdQ acylase: -17; dFosB activator: -4; CAL PDZ FP-2: 0.0; Rtt109 HAT inh: 2; PfHsp90 set2: 7; SR-BI uptake up: ?; MITF TRPM1 HTS: nt

Going on with the list.
SMILES	NSD2 HMT inh	SR-BI HDL uptake	CAL PDZ FP-1	PvdQ acylase	dFosB activator	CAL PDZ FP-2	Rtt109 HAT inh	PfHsp90 set2	SR-BI uptake up	MITF TRPM1 HTS
CN1CCN(C(=O)c2cccc(S(=O)(=O)N3CCCCC3)c2)CC1	-3	8	1	-14	1	-2.2	3	1	-8	-5
CCOC(=O)C1=C(C)NC(C)=C(C(=O)OCC)C1C1=COCCO1	13	nt	3	5	-1	-1.4	-3	-5	nt	1
O=C(NNC(=O)c1ccccc1Cl)c1ccncc1	5	-16	-4	10	5	0.4	6	15	16	2
COc1ccccc1NC(=O)CSc1nnc2ccc(-c3cccnc3)nn12	2	-1	0	6	-7	-0.6	-10	6	1	-4
COc1cccc(-c2nc(NCC3CCCO3)c3ccccc3n2)c1O (stereo unspecified)	-1	58	0	7	-10	1.0	18	12	-58	10
CCN1CCN(c2ccc(NC(=O)CCc3c(C)nc4c(-c5ccccc5)c(C)nn4c3C)cc2)CC1	nt	23	nt	-9	-11	0.9	2	-25	-23	-17
CCOc1ccc(N2C(=O)CN=C2Nc2ccccc2Cl)cc1	-4	-1	-2	-16	-11	-3.3	5	0	1	6
CCCC[C@@H]1CNCCN1CCCc1cc(OC)c(OC)c(OC)c1	nt	15	-3	-13	-5	0.8	0	17	-15	2
CCn1nnc(NC(=O)c2cccnc2)n1	-2	-5	-4	-8	-7	-0.7	2	3	5	3
Cc1ccc(NC(=O)CCCC(=O)O)c(-c2nc3ccccc3[nH]c2=O)c1	2	10	-1	0	-3	-0.1	7	11	-10	nt
Cc1ccc(C2c3c(oc4ccccc4c3=O)C(=O)N2c2nncs2)cc1 (stereo unspecified)	-5	nt	-2	-8	-5	-1.7	0	9	nt	9
O=C(c1cccc(F)c1)N1CCN(c2cc(N3CCCCC3)c(F)cc2[N+](=O)[O-])CC1	9	8	nt	-7	-12	-2.4	-7	nt	-8	7
CCOC(=O)C(Cc1ccc(Cl)cc1Cl)c1ccno1 (stereo unspecified)	-5	-11	nt	-10	-3	-0.2	7	-30	11	4
CCC(C)(C)NCC(=O)Nc1ccc(OC(F)(F)F)cc1	-3	-42	-3	-5	4	-1.7	-5	1	42	22
S=c1[nH]nc(COc2ccc(Cl)cc2)n1-c1ccccc1	14	-3	2	-9	-3	-1.3	-1	-48	3	nt
Cc1onc(-c2c(Cl)cccc2Cl)c1C(=O)N1CCCc2ccccc21	nt	-18	-2	-7	-9	-2.5	nt	29	18	0
COc1cc(/C=N/Nc2ccccc2)ccc1O	-1	4	nt	-13	-5	-0.6	0	-15	-4	10
CCc1ccc(/C=C2\SC(N3CCOCC3)=NC2=O)cc1	-2	-7	-5	4	-7	-1.3	6	0	7	22
CCSC1=NCCN1C(=O)Cc1ccc(-c2ccccc2)cc1	nt	13	6	-9	-13	0.1	1	nt	-13	11
CN(C(=O)c1ccc(NC(=O)Cc2ccc(NC(=O)C3CCCN(C(=O)C4CCCC4)C3)cc2)cc1)C1CCCC1 (stereo unspecified)	nt	12	-6	-2	-15	-1.8	-2	-9	-12	-8
Cc1nnn(C23CC4CC(CC(CC(=O)Nc5ccc(C)c(Cl)c5)(C4)C2)C3)n1	-1	-4	0	-3	-2	-1.2	6	0	4	-2
COC(=O)C(C)(C)ONC(=O)Nc1ccc(C)cc1	-2	-2	0	19	11	-1.3	-4	-15	2	17
CC(NC(=O)Cn1cc(Br)c([N+](=O)[O-])n1)c1ccccc1 (stereo unspecified)	-1	-10	6	-9	-5	-1.8	2	4	10	-8
Cc1noc(C)c1NC(=O)N(C)C[C@H]1Oc2c(NC(=O)Nc3ccc(C(F)(F)F)cc3)cccc2C(=O)N([C@H](C)CO)C[C@@H]1C	nt	10	0	4	0	-1.4	-8	20	-10	7
Cc1cc(C)c2c(=O)[nH]n(C(C)C)c2n1	-1	-18	-1	-5	-3	-1.5	-21	-9	18	1
Cc1cccc(N2CC(C(=O)NCC3COc4ccccc4O3)CC2=O)c1C (stereo unspecified)	0	27	-5	-4	-7	-0.1	0	8	-27	-4
CCOC(=O)c1cc(C(=O)Nc2sc3c(c2C#N)CCCC3)nn1C	11	76*	-2	-16	6	-2.7	-10	4	-76	9
CC(C)(C)C1CCc2c(sc(NC(=O)c3ccncc3)c2C(N)=O)C1 (stereo unspecified)	-1	31	-4	-8	34*	-0.7	-1	-31	-31	51
COc1ccccc1NC(=S)NC(=O)C(C)(C)C	nt	13	0	3	-8	-1.8	38	-30	-13	12
COc1ccc(CCNC(=O)c2ccc(=O)[nH]c2)cc1	-2	-2	6	8	8	-0.5	-10	17	2	-2
CCOC(=O)c1ccc(S(=O)(=O)N2CC(=O)Nc3ccccc32)cc1	2	-2	nt	-5	-11	-0.9	-7	-23	2	-4
O=C(NCC(=O)N(c1cccnc1)C(C(=O)NC1CCCC1)c1ccco1)c1cccs1 (stereo unspecified)	-4	9	nt	-4	0	0.6	-1	5	-9	nt
CC(C)CN1CCCC(N2CCN(c3cccc(Cl)c3)CC2)C1 (stereo unspecified)	10	-4	-8	-15	-1	0.1	3	17	4	8
Cc1oc(S(=O)(=O)N2CCCCC2)cc1NC(=O)Nc1ccc(Cl)cc1	1	26	2	4	-1	0.1	17	12	-26	nt
Cc1cc(C)cc(NC(=O)CSc2nnc(NC(=O)C3CC3)s2)c1	-2	-4	-6	-6	28*	-2.5	-13	-17	4	-9
O=S(=O)(NCc1cn2ccsc2n1)c1ccc(Oc2ccccc2)cc1	5	-34	-2	2	-5	-0.9	1	-38	34	-6
CCOc1ccc(/C=C/C(=O)N(CC)CC(=O)Nc2ccc3c(c2)OCCO3)cc1OCC	3	74*	-1	-7	-13	-2.9	11	32	-74	2
O=C(CS(=O)Cc1ccccc1Cl)Nc1ccccc1Cl (stereo unspecified)	0	18	1	-14	7	-1.0	-4	18	-18	7
CC(=O)Nc1ccccc1C(=O)N1CC2(C)CC1CC(C)(C)C2 (stereo unspecified)	7	1	-4	-9	-6	-3.2	-1	nt	-1	nt
CCOC(=O)c1cnc2nc(C(F)(F)F)[nH]n2c1=O	nt	6	103*	-10	-2	-0.9	-10	nt	-6	nt
COc1cccc(CN(C)C(=O)CCN=C2NS(=O)(=O)c3ccccc32)c1OC	1	-3	0	-16	1	0.8	-1	nt	3	-2
OC[C@H]1OC(O)C[C@@H](O)[C@@H]1O (stereo partly specified)	nt	1	-4	3	-1	-1.2	-4	-24	-1	6
CC(C)OC(=O)NS(=O)(=O)c1cccc([N+](=O)[O-])c1	-3	-34	-3	4	7	-1.7	nt	42	34	5
Cc1ccsc1C(=O)NCCc1nnc2ccccn12	-5	-2	-5	-15	-5	-2.2	-15	-16	2	38
COC(=O)c1cc(-c2ccc(OC)cc2F)nc2nc(SC)[nH]c(=O)c12	12	nt	-2	-13	-15	-2.8	-3	28	nt	-9

Not a hit list (roughly 4.3% active in at least one column).
